KCNH2 3.1 inh – blocks the human KCNH2 3.1 channel isoform; U2OS KCNH2 3.1, thallium flux FluxOr; hits give low values; activity change, % (tested at about 1.8 µM); hit rate 0.95% among 340,000; AID 720553;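 active = maximum activity change below -70%; inconclusive = maximum activity change from -70% to -50%; inactive = maximum activity change above -50%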;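 note: thallium influx rate constant from kinetic fluorescence after stimulation buffer; % is set by controls: 0 for no effect and ±100 for the full control effect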
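FluxOr-based Tl+ influx in U2OS cells transduced with KCNH2 3.1 virus; rate constants normalized to DMSO controls.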
FBPA coupling cs – coupling enzyme interference in Giardia aldolase counter-screen. AID 2472. activity change, negative = inhibition, % at 58.2 µM, hits read low. coupling enzyme system counterscreen, AmpLite Red fluorescence. hit rate 0.67% among 290,000; in the data active = activity change below about -30%; note: % is set by controls: 0 for no effect and ±100 for the full control effect
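Compounds tested against the coupling enzymes alone at 57.5 uM final; readout was AmpLite Red fluorescence (525/598 nm) after 20 min at RT.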
GALK inhibitor – blocks human galactokinase activity; P51570; Purified GALK, Kinase-Glo residual ATP luminescence; hit rate 0.007% among 270,000; Potency, µM (top dose mostly 57.5 µM), inactives show top-dose activity change, negative = inhibition, usual class: inhibitors; AID 1868; note: potency is the fitted concentration of half-maximal effect; % is set by controls: 0 for no effect and ±100 for the full control effect
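Compounds were pin-transferred into ATP buffer (35 uM final), then GALK plus galactose (5 nM, 100 uM final) was added. After 1 h at room temperature, Kinase-Glo Plus was added and luminescence read after 10 min.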
hERG WT inh – KCNH2 (human, wildtype) channel inhibition. hit rate 0.37% among 340,000. Q12809. U2OS, BacMam KCNH2, thallium flux FluxOr; hits give low values. activity change, % at 1.84 µM. AID 720551;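 active = maximum activity change below -70%; inconclusive = maximum activity change between -70% and -50%; inactive = maximum activity change above -50%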; note: % is set by controls: 0 for no effect and ±100 for the full control effect
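U2OS cells were transduced with wild-type KCNH2 virus (2.03 x 10^8 / mL) for 4 h at room temperature, then cultured overnight at 37 C. Thallium flux was read with FluxOr dye. Rate constants were normalized to DMSO controls.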
A-T KAP1 phos – potential ataxia-telangiectasia treatments restoring KAP-1 phosphorylation; […] A-T fibroblasts, KAP-1 phosphorylation AlphaLISA; neocarzinostatin DNA damage 30 min before lysis; hit rate 0.19% among 320,000; Potency, µM (doses to about 57.5 µM), without a hit: at the top dose activation, usual class: activators; note: potency is the fitted concentration of half-maximal effect; % of control where 0% means no effect; nearly all actives have a fitted effect of over 45% in size
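ATM-like activity read as KAP-1 phosphorylation via AlphaLISA donor/acceptor antibody pairs after lysis and 6 hr at 25C. Cells were ATM-null patient fibroblasts ([…], hTERT), dosed 60 min, then exposed to the DSB inducer NCS for 30 min.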
TRPV1 agonist – agonists of human vanilloid receptor 1 (TRPV1); activation, % at 8.33 µM; TRPV1-expressing cells, Fluo-8 calcium influx, agonist mode; hit rate 0.19% among 320,000; Q8NER1; AID 540275; in the data active = activation above about 80%; inconclusive = between about 30% and that limit; note: 0% is about no effect
Target sequence (Q8NER1 whole entry, looked up): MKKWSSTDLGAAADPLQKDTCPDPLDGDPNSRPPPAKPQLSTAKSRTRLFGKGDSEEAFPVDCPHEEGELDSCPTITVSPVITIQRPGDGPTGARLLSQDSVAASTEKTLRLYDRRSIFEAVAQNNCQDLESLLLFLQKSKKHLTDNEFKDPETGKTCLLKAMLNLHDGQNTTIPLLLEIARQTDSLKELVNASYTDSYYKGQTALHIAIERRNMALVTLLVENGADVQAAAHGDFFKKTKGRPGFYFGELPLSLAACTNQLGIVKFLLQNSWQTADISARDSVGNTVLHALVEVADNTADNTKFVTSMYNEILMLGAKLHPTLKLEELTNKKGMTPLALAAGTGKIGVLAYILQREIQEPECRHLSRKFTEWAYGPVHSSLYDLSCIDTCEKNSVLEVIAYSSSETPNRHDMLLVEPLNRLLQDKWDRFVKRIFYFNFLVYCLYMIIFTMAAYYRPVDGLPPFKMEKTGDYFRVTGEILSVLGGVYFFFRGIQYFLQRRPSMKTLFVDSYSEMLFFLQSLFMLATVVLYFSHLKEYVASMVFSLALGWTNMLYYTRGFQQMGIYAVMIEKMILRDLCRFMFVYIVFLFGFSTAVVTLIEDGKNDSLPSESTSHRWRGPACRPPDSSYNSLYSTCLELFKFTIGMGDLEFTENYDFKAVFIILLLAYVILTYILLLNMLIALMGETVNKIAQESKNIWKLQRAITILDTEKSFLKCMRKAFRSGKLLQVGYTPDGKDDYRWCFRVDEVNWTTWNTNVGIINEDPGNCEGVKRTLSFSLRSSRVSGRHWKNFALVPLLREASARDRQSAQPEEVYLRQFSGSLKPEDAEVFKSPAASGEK
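TRPV1-expressing cells were cultured overnight at 35.5C and loaded with Fluo-8 calcium dye for 40 to 90 min at room temperature. After a 10 s baseline, compound was added and calcium influx was read kinetically for 3 min (ex 480/em 520 nm).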
S-ASM inh – human S-ASM enzyme inhibition | P17405 | placental ASM, HMU-PC fluorogenic substrate, 60 min | Potency, µM (series often up to 57.5 µM), without a hit: at the top dose activity change, negative = inhibition, hits mostly inhibitors | hit rate 0.006% among 340,000 | AID 504937; note: potency is the fitted concentration of half-maximal effect
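HMU-PC0 cleavage (9 uM final) by human placental ASM, 60 min at 37 °C following 10 min compound exposure at RT; stopped at pH 10, fluorescence Ex 386/Em 447 nm.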
MLL CXXC-DNA inh – blocks binding of human MLL CXXC domain to DNA; MLL-CXXC / FITC-HOXA9 DNA fluorescence polarization; hit rate 0.037% among 290,000; AID 2662; Potency, µM (titrated, usually from 115 µM), for the others: top-dose activity change, negative = inhibition, actives largely listed as inhibitors; Q03164; active = well fitted inhibition curve with a large enough effect in the polarisation, with a control signal flat, not every such curve was filed as active; inconclusive = small, poorly fitted or top-dose-only effect, or effect the other way, or a change in a side signal; inactive = no such curve, though single readings can be large or run the other way; the % refers to the polarisation; note: potency is the fitted concentration of half-maximal effect
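Purified MLL-CXXC (added from a 7 uM solution) was preincubated 5 min at ambient with pinned compounds in 50 mM Tris-HCl pH 7.5, 50 mM NaCl, 1 mM DTT, 0.05% BSA. Fluorescein-labeled HOX-A9 DNA (50 nM solution) followed, 30 min, then polarization read.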
MBNL1-CUG inh – blocks human MBNL1 binding to CUG repeat RNA | Q9NR56 | TR-FRET MBNL1-His/biotin-(CUG)12 binding, 665/545 ratio | Potency, µM (top dose mostly 57.5 µM), without a hit: at the top dose activity change, negative = inhibition, hits mostly inhibitors | hit rate 0.036% among 280,000 | AID 2675; active = well fitted inhibition curve with a large enough effect in the signal ratio, with a control signal flat, not every such curve was filed as active; inconclusive = small, poorly fitted or top-dose-only effect, or effect the other way, or a change in a side signal; inactive = no such curve, though single readings can be large or run the other way; the % refers to the signal ratio; note: potency is the fitted concentration of half-maximal effect; % is set by controls: 0 for no effect and ±100 for the full control effect
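Ratiometric TR-FRET (665 over 545 nm, excitation 340 nm) tracks disruption of MBNL1-His/biotin-(CUG)12 complex after 60 min at room temperature, with compounds at 92 nM to 58 uM final.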
a7 integrin act – integrin-mediated muscular dystrophy alleviation activation; alpha7betagal myoblasts, beta-gal FDG fluorescence, 48 h; Potency, µM (highest dose often 38.3 µM), without a hit: at the highest dose activation, usual class: activators; hit rate 0.064% among 350,000;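 note: potency is the fitted concentration of half-maximal effect; 100% = response of the positive control SU9516; nearly all actives have a fitted effect of over 60% in size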
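Alpha7betagal+/- myoblasts (passage 13) were plated 16-24 hr, then exposed to compounds (1:260 dilution of DMSO stock) for 48 hours at 37C. After MPER lysis, β-galactosidase reporter activity was read as FDG fluorescence (ex 480/em 540) after 30 minutes.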
The depositor's hits bear a star; ? = inconclusive; / = not tested or not shown; [ ] = another dose, or the depositor's remark. Unless noted, calls come from the whole dose curve; as a rule, active = well fitted curve in the direction sought with a large enough effect; inconclusive = small, poorly fitted or top-dose-only effect, or another doubt; inactive = no such curve, though single readings can be large; an effect the other way counts as inactive or inconclusive.

compound	KCNH2 3.1 inh	FBPA coupling cs	GALK inhibitor	hERG WT inh	A-T KAP1 phos	TRPV1 agonist	S-ASM inh	MLL CXXC-DNA inh	MBNL1-CUG inh	a7 integrin act
CS(=O)(=O)N1CCCC(C(=O)N2CCOCC2)C1 (stereo not given)	-9	0	2%	-2	-2%	1	2%	5%	2%	5%
COC(=O)c1ccccc1S(=O)(=O)Nc1ccc(OC)nc1	17	-1	-3%	5	-3%	0	4%	9%	3%	0%
Cc1nn(-c2ccccc2)c(Cl)c1/C=C1\SC(=S)NC1=O	6	19	-3%	0	28%	-4	-14%	9%	16%	-41%
O=C(Nc1ccc2c(c1)OCO2)Nc1ccccn1	-10	2	1%	-8	2%	7	5%	1%	-12%	20%
COc1ccccc1N(C)S(=O)(=O)c1ccc(C(=O)OCC(=O)NCC(F)(F)F)cc1	-17	2	-1%	3	0%	1	-5%	7%	-2%	-3%
COc1cccc(NC(=O)C(OC(=O)/C=C/c2ccc3c(c2)OCO3)c2ccccc2)c1 (stereo not given)	-43	-1	0%	-1	1%	2	-3%	6%	5%	2%
CCc1ccc(S(=O)(=O)Nc2c(C)n(C)n(-c3ccccc3)c2=O)cc1	4	-1	0%	-15	-3%	3	3%	8%	-1%	-16%
COc1ccc(C(=O)NC(=O)COC(=O)c2ccc(C)o2)cc1	7	/	/	-4	-2%	-6	7%	/	/	8%
COc1ccccc1S(=O)Cc1ccc(C(=O)NCCc2ccc(Cl)cc2)o1 (stereo not given)	-7	4	2%	7	2%	7	-4%	-7%	15%	6%
COC(C(=O)Nc1cc([N+](=O)[O-])ccc1C)c1ccccc1 (stereo not given)	-14	2	1%	2	1%	2	0%	5%	23%	12%
CCOC(=O)c1sc(NC(=O)c2ccncc2)nc1C	6	-1	4%	1	0%	5	-5%	-1%	7%	22%
O=C1c2cccnc2C(O)N1Cc1ccco1 (stereo not given)	16	0	-3%	5	10%	6	7%	0%	-7%	9%
O=S(=O)(Nc1ccc2cn[nH]c2c1)c1ccccc1	7	-8	-2%	-9	9%	0	3%	7%	1%	3%
COC(=O)C(Cc1ccccc1)NC(=O)CCNC(=O)c1ccco1 (stereo not given)	10	-3	1%	-2	3%	0	0%	2%	-1%	-13%
Cc1ncsc1C(=O)Nc1nc2c(s1)CC(C)CC2 (stereo not given)	12	-2	1%	-3	14%	?	-2%	-6%	11%	0%
CCc1ccc(N(CC(=O)NCCc2ccccc2)C(=O)CCC(=O)Nc2ccccn2)cc1	40	3	8%	0	6%	4	0%	2%	-12%	12%
O=[N+]([O-])c1cccc(C2=NCCC(c3ccccc3)O2)c1 (stereo not given)	/	4	/	/	8%	4	-1%	8%	?	12%
CN(CC(=O)Nc1ccccc1Cl)C(=O)COC(=O)Cc1ccc(F)cc1	3	/	-7%	2	6%	7	3%	5%	-8%	-16%
COc1cc(C)nc(N2CCCC(C(=O)Nc3cc(Cl)ccc3OC)C2)n1 (stereo not given)	-24	0	-2%	3	4%	6	2%	1%	0%	-46%[inhibitor]
O=C(NCc1cccnc1)c1ccc(-c2cc3ccccc3oc2=O)cc1	18	1	2%	-7	1%	7	12%	-8%	?	-31%
COc1ccc(O)c(/C=N/N=C/c2cccc([N+](=O)[O-])c2)c1	-3	0	0%	1	6%	-2	-2%	2%	17%	1%
O=C(NCCN1CCOCC1)c1cc(-c2cccs2)nc2ccccc12	10	/	/	11	/	/	87%[activator]	/	/	28%
C=CCNC(=O)/C(=C\c1ccco1)NC(=O)c1ccco1	-5	-2	-1%	0	-1%	-1	-2%	-22%	5%	6%
CC(=O)CCCC(NS(=O)(=O)CCC(Cl)(Cl)Cl)c1ccccc1 (stereo not given)	6	0	/	4	-6%	4	2%	10%	-14%	20%
C=CCn1c(-c2cccc(OCC)c2)n[nH]c1=S	/	2	4%	-17	0%	-1	0%	-5%	2%	3%
CCN(CC)CCOC(=O)c1cccc2c1-c1ccccc1C2O (stereo not given)	13	-1	-1%	-6	-2%	0	0%	0%	/	-10%
Cc1c(C(=O)NCC2COc3ccccc3O2)oc2ccc(S(=O)(=O)N3CCOCC3)cc12 (stereo not given)	-23	2	2%	3	0%	5	-26%	14%	-1%	23%
COc1ccc2c(c1)N(C)/C(=C1/SC(=S)N(NC(C)=O)C1=O)S2	-2	-3	-5%	-16	-3%	5	-1%	22%	11%	1%
S=c1[nH]c2ccc3ccccc3c2[nH]1	/	-2	2%	-3	3%	-2	6%	7%	3%	-18%
O=C(Nc1ccc([N+](=O)[O-])cc1)OCCc1ccccn1	9	3	/	0	10%	-3	2%	10%	4%	5%

In the list so far, these have four or more nitrogen atoms:
compound	KCNH2 3.1 inh	FBPA coupling cs	GALK inhibitor	hERG WT inh	A-T KAP1 phos	TRPV1 agonist	S-ASM inh	MLL CXXC-DNA inh	MBNL1-CUG inh	a7 integrin act
CCc1ccc(N(CC(=O)NCCc2ccccc2)C(=O)CCC(=O)Nc2ccccn2)cc1	40	3	8%	0	6%	4	0%	2%	-12%	12%
COc1cc(C)nc(N2CCCC(C(=O)Nc3cc(Cl)ccc3OC)C2)n1 (stereo not given)	-24	0	-2%	3	4%	6	2%	1%	0%	-46%[inhibitor]

(further entries)
compound	KCNH2 3.1 inh	FBPA coupling cs	GALK inhibitor	hERG WT inh	A-T KAP1 phos	TRPV1 agonist	S-ASM inh	MLL CXXC-DNA inh	MBNL1-CUG inh	a7 integrin act
COc1ccc([C@@H]2CC=C(C(=O)O)[C@H](c3cccc(Cl)c3)N2S(=O)(=O)c2ccc(Cl)cc2)cc1	12	/	/	-8	8%	-3	4%	/	/	-14%
CC(=O)c1sc(N2CCOCC2)nc1-c1ccccc1	-9	1	-7%	-7	20%	6	3%	2%	5%	0%
Clc1ccc(OCCOCCNCc2ccccc2)cc1Cl	-1	0	2%	11	-2%	4	-2%	4%	-2%	-24%
O=C1OCC(CO)(CO)N=C1NNc1ccccc1Cl	13	0	1%	1	-6%	-1	-6%	-2%	-1%	1%
CC(C)NC(=O)N(C)C[C@H]1Oc2ccc(NS(=O)(=O)c3ccccc3)cc2C(=O)N([C@H](C)CO)C[C@@H]1C	9	/	/	6	5%	/	1%	/	/	-12%
CN(CCc1ccccn1)C(=O)CCC1CCCN(Cc2ccccc2OC(F)F)C1 (stereo not given)	2	-2	2%	-1	9%	3	0%	0%	-8%	8%
O=C(COC(=O)CCC(=O)c1cccs1)NCc1ccco1	-3	0	2%	8	-3%	-4	0%	0%	-5%	2%
O=C(Nc1ccccc1C(=O)O)c1cccc(C(=O)Nc2ccccc2C(=O)O)c1	20	2	0%	-2	2%	-4	18%	-21%	-23%	4%
CC(C)(C)C(=O)Nc1ccc(C(=O)N/N=C/c2ccccc2OC(=O)c2ccc(Cl)cc2Cl)cc1	/	-5	-1%	-2	-3%	0	-4%	-8%	-13%	-13%
CCOc1ccc(C(=O)Nc2nnc(S(=O)(=O)N(C)Cc3ccco3)s2)cc1	11	2	1%	-8	2%	-3	-2%	0%	3%	0%
N#C/C(=C\c1ccc(Sc2ccc(Cl)cc2)o1)c1nc2ccccc2[nH]1	-1	-6	1%	-1	-4%	?	-11%	?	?	-19%
Cc1cccc(N2CCN(C(=O)COc3ccc4ccc(=O)oc4c3)CC2)c1C	-3	-3	-2%	4	7%	-1	-3%	31%[activator]	4%	-8%
O=[N+]([O-])c1ccc(N2CCN(S(=O)(=O)c3ccccc3[N+](=O)[O-])CC2)cc1N1CCc2ccccc2C1	0	3	0%	-5	-2%	1	-2%	10%	-4%	16%
COc1ccc([N+](=O)[O-])cc1NC(=S)Nc1ccccc1	-14	-2	0%	-4	/	0	-1%	-2%	?	-5%
CCOC(=O)C1CCCN(C2=NC(=O)/C(=C/c3ccc(O)c(OCC)c3)S2)C1 (stereo not given)	3	4	-3%	-16	-3%	5	-6%	102%[activator]	?	-26%
CCC(C)(C)n1nnnc1CN1CCC(NC(=O)c2ccc(Br)cc2)CC1	-10	1	1%	-6	-5%	13	0%	13%	?	-6%
CN(C1CCS(=O)(=O)C1)S(=O)(=O)c1ccccc1[N+](=O)[O-] (stereo not given)	/	-1	0%	-1	12%	0	4%	6%	/	-44%
O=C(O)c1c2c(nc3ccccc13)-c1ccccc1CC2	-14	5	0%	6	-3%	0	3%	-4%	-17%	30%
CCOC(=O)C(Cc1ccccc1)C(=O)NCc1cccnc1 (stereo not given)	-8	5	0%	-5	19%	4	0%	8%	-2%	?
CCCS(=O)(=O)N1CCCC(C(=O)NCC(OC)OC)C1 (stereo not given)	5	3	-1%	/	1%	?	1%	4%	-7%	27%

Compound activity from PubChem.
